High-throughput results as filed in PubChem BioAssay.
CatB block = human cathepsin B inhibitors, primary screen, biochemical, fluorogenic substrate. purified cathepsin B, fluorescence. inhibition, %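 (tested at 10 µM)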. P07858. 0.1% of 63,000 active. AID 453, 2006; in the data active = inhibition above about 21%;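 also: 0% = enzyme with no compound and 100% = no enzyme blank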
Her2 expr inh = inhibitors of Her2 protein expression, primary screen, SKBR-3 cells, AlphaScreen, 66K library | AID 645, 2007 | Receptor tyrosine-protein kinase erbB-2 (Homo sapiens), P04626 | SKBR-3 HER2 protein level, 18-24 h; active compounds read low | HER2 level % of control, % at 10 µM | 0.69% of 65,000 active;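 active = HER2 level under 5% of the carrier-only control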;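 also: 100% = DMSO carrier and 0% = 500 nM PU-H71 HSP90 inhibitor; lower value means stronger loss of Her2 protein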
ROCK2 inh = inhibitors of human ROCK2 kinase, primary screen, biochemical, high-throughput, luminescence; inhibition, % at 6 µM; Rho-associated protein kinase 2 (Homo sapiens), O75116; AID 604, 2007; purified ROCK2, Kinase-Glo ATP depletion luminescence; 0.35% of 60,000 active;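 active = inhibition above the screen-wide mean inhibition plus 3 SD, cut at about 18% in these data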;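 also: plate controls were DMSO wells for no effect and Y-27632 control wells after no-enzyme background subtraction for full effect; many of its hits are not listed in these tables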
C1s block = complement C1s protease inhibitors, primary screen, biochemical, 10-compound mixtures | mean inhibition % of two 10-compound mixtures (active compounds read high), % at 5 µM (by protocol) | purified C1s, fluorogenic AMC substrate, pooled mixtures | Complement C1s subcomponent (Homo sapiens), P09871 | 0.16% of 62,000 active;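 active = inhibition above 20% in each of the two 10-compound mixture wells holding the compound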;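 also: 0% = enzyme wells lacking compound mixture and 100% = no-enzyme blank wells; some compounds called inactive have numbers as strong as hits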
Target sequence (P09871 16-437 limits assumed): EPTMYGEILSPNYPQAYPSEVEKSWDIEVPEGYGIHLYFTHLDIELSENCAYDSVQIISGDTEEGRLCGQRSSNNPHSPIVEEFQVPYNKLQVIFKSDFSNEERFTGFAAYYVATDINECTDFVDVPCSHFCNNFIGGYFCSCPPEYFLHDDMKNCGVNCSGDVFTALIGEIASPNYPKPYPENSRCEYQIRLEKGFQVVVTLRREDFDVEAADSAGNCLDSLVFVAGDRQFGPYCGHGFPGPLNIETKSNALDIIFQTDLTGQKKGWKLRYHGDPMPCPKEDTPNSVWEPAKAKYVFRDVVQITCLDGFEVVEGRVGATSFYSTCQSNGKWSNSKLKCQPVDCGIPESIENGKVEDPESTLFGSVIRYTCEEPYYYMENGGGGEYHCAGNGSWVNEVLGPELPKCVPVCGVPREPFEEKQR
Target sequence (P09871 438-688 limits assumed): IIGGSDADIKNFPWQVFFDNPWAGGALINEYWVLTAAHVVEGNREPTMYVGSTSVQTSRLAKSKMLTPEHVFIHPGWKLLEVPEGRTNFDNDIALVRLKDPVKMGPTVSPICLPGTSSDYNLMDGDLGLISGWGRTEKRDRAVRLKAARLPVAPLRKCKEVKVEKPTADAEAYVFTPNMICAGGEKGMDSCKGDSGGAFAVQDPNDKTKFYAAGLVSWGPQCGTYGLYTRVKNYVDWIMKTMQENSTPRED
PKA inh = inhibitors of human PKA kinase activity, primary screen, biochemical, ATP-depletion luminescence, Kemptide substrate; cAMP-dependent protein kinase catalytic subunit alpha (Homo sapiens), P17612; PKA Kemptide phosphorylation, Kinase-Glo ATP luminescence; inhibition, % at 6 µM; 0.1% of 65,000 active;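 active = inhibition above the screen-wide mean inhibition plus 3 SD, cut at about 21% in these data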; also: many of its hits are not listed in these tables
CatB mix inh = cathepsin B inhibitors from pooled compounds, primary screen, biochemical, compound mixtures, AMC fluorescence. P07858. 0.06% of 62,000 active. Purified cathepsin B, AMC dipeptide fluorescence. inhibition, %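 (ten-compound pools at 5 µM per compound and 50 µM total)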. AID 488, 2006; in the data active = inhibition above about 22%, passing the limit was not always enough;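 also: 0% = enzyme without compound and 100% = no enzyme blank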
CatG inh = human cathepsin G inhibitors, primary screen, biochemical, pooled compound mixtures, AMC fluorescence; inhibition, % at 5 µM (by protocol); AID 581, 2007; P08311; purified enzyme, AMC-tetrapeptide fluorescence; 0.2% of 62,000 active;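 active = inhibition above 20% in each of the two mixture wells holding the compound; inactive = inhibition of 20% or less in either well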;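 also: 0% = enzyme control without mixture and 100% = blank lacking enzyme; strong numbers were not always called active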
CatL inh = inhibitors of human cathepsin L, biochemical; purified cathepsin L, fluorogenic substrate, fluorescence; inhibition, %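 (tested at 10 µM)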; 0.17% of 58,000 active; in the data active = inhibition above about 45%;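 also: 0% = enzyme with no compound and 100% = no enzyme blank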
CatS block = inhibitors of human cathepsin S, biochemical, compound mixtures. 0.06% of 62,000 active. AID 501, 2006. P25774. recombinant cathepsin S, AMC dipeptide fluorescence, pooled mixtures. inhibition, %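 (tested at 5 µM per compound within 10-compound mixtures)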; in the data active = inhibition above about 32%, passing the limit was not always enough;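 also: 0% = enzyme without compound and 100% = blank without enzyme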
Target sequence (P25774 115-331 limits assumed): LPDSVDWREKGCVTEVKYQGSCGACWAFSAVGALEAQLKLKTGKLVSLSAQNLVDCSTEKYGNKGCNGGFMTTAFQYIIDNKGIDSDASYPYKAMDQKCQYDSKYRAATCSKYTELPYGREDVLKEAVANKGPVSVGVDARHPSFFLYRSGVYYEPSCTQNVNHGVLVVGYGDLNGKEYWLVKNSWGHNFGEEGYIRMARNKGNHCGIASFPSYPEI
The depositor's hits bear a star; / = no result given. Not all compounds are listed; the hit share may differ from the screen's.

entry	SMILES	CatB block	Her2 expr inh	ROCK2 inh	C1s block	PKA inh
1	Cc1ccc2[nH]c(=O)c(-c3nc4c(C)cccn4c3NCc3ccco3)cc2c1	7	92	-3	-4	1
2	CN(C)CCN1C(=O)C(O)=C(C(=O)c2ccco2)C1c1ccccc1F (stereo not given)	2	60	-2	1	3
3	CCc1nnc(NC(=O)CN2CCOCC2)s1	2	175	/	-50	2
4	CCOc1ccc(N2C(=O)CC(Sc3nc(C)cc(C)c3C#N)C2=O)cc1 (stereo not given)	-4	-9.9*	2	-61	1
5	CCOC(=O)C1CCCN(C2CC(=O)N(c3cccc(C)c3)C2=O)C1 (stereo not given)	1	122	3	11	4
6	CCc1ccccc1N(CC(=O)N1CCN(c2ccccc2)CC1)S(C)(=O)=O	/	97	3	1	2
7	CN1CCN(C2=C(Cl)C(=O)N(c3ccc(Cl)c(Cl)c3)C2=O)CC1	6	100	/	-13	8
8	CCn1c(SCC(=O)NCCc2ccccc2)nnc1-c1ccco1	-2	86	2	-2	0
9	Cc1nn(C2CCCCC2)c(N)c1-c1ccccc1	-3	86	6	8	6
10	Cn1c(=O)c2c(nc(NCc3ccco3)n2CCc2ccccc2)n(C)c1=O	-5	78	-4	/	-3
11	Cc1cc(-n2nc(C)cc2C)nc(N)n1	1	123	6	-2	16
12	COc1cccc(-c2nc(N3CC(C)CC(C)C3)c3ccccc3n2)c1O (stereo not given)	2	90	3	/	0
13	COc1ccc(Cl)cc1C(=O)NCC(c1ccco1)N1CCCC1 (stereo not given)	1	132	/	-27	8
14	Cc1noc(C)c1C(=O)Nc1ccc2c(c1)CCC2	-2	92	3	2	7
15	Cc1occc1-c1nnc(SCC(=O)Nc2ccccc2-c2ccccc2)n1C	-1	133	3	-12	10

entry	CatB mix inh	CatG inh	CatL inh	CatS block
1	4	-3	6	12
2	2	-3	1	1
3	-1	5	-7	-14
4	-4	-12	-4	-16
5	0	9	20	-10
6	0	5	/	0
7	5	6	19	10
8	-1	-4	-12	-8
9	1	7	20	2
10	/	/	0	/
11	2	4	-6	-6
12	/	/	11	/
13	6	0	5	5
14	1	1	3	18
15	1	-6	10	-4

Continuation.
entry	SMILES	CatB block	Her2 expr inh	ROCK2 inh	C1s block	PKA inh
16	CCCC(=O)C1=C(c2ccccc2)C(C#N)(C#N)C(C#N)=C1N	1	80	4	-7	-4
17	COc1cc(CNC(=O)OCC(C)C)cc(OC)c1OC	8	133	6	-3	10
18	c1csc(-c2nc3nc4ccccc4nc3n2Cc2ccc3c(c2)OCO3)c1	-3	103	2	-69	5
19	COc1cccc(C2CC(c3ccccc3)Nc3nc(N)nn32)c1 (stereo not given)	-1	123	3	-3	8
20	CCOCC(O)CS(=O)Cc1ccccc1 (stereo not given)	2	79	5	18	11
21	Cc1cc(C)nc(-n2nc(C)cc2Nc2ccccc2)n1	3	68	5	-94	10
22	O=C(CN1CCC(O)(c2ccc(F)cc2)CC1)NCc1ccc(F)cc1	-2	112	2	10	-2
23	Cn1c(=O)c2nc(NCc3ccccc3)cnc2n(C)c1=O	-1	127	5	-11	16
24	O=C(CS(=O)CC(=O)N(CC(=O)NC1CCCC1)C1CCCCC1)Nc1ccc(F)cc1 (stereo not given)	0	94	4	-2	6
25	CCn1c(SCC(=O)NCc2cccs2)nnc1-c1ccco1	4	114	/	5	7
26	Cc1ccc(N)cc1CN1CCCC1=O	1	87	-4	-3	-6
27	COCCn1c(-c2ccc(Cl)cc2)cnc1SCC(=O)NCc1cccs1	9	253	-7	-37	2
28	CCn1c(=O)cc(SCC(=O)N2CCCCC2)c2ccccc21	5	94	/	-39	-2
29	c1ccc(-c2noc(CN3CCN(C(c4ccccc4)c4ccccc4)CC3)n2)cc1	3	54	4	6	4
30	CC(=O)N1CCN=C1SCc1ccccc1F	-5	96	-6	-3	-10

entry	CatB mix inh	CatG inh	CatL inh	CatS block
16	8	-1	2	20
17	1	7	-5	1
18	-5	-15	-15	-10
19	-3	1	9	1
20	6	12	8	17
21	-8	-1	20	-3
22	2	11	0	1
23	-5	4	2	-1
24	0	11	/	1
25	-3	8	12	-4
26	0	3	2	16
27	7	-12	11	5
28	4	-4	7	0
29	5	9	11	12
30	-3	-4	/	-7

Later entries
entry	SMILES	CatB block	Her2 expr inh	ROCK2 inh	C1s block	PKA inh
31	Cc1ccc2c(c1C)NC(C(=O)O)C1CC=CC21 (stereo not given)	5	88	5	-28	6
32	O=C(O)c1cccc(C(=O)O)n1	-1	145	5	-55	4
33	Cc1ccc2c(c1)NC(=O)C(CC(=O)NCCCN1CCN(c3cc(C)ccc3C)CC1)O2 (stereo not given)	-2	88	2	2	0
34	COc1cc(-c2nnc(COc3ccc4ccccc4c3)o2)cc(OC)c1OC	4	87	6	-20	12
35	CN1CCN(CCCNC(=O)c2ccc(CSCc3cccc(Cl)c3)o2)CC1	5	94	-1	22	2
36	COc1ccccc1N(CC(=O)NCCc1ccccc1)S(C)(=O)=O	7	/	-4	0	-6
37	COc1ccc(-c2cc(C(F)F)n3ncc(C(=O)NCCCN4CCCC4=O)c3n2)cc1	-5	90	-4	-9	2
38	COc1ccc2nc(/N=C(\N)NC(=O)C(C)(C)C)nc(C)c2c1	9	87	2	/	-2
39	Cc1ccc(NC(=O)c2cccc(OCc3c(C)noc3C)c2)c(C)c1	-2	131	2	3	10
40	CC(C)CCNC(=O)CN(Cc1ccc2c(c1)OCO2)C(=O)CCC(=O)Nc1ccccn1	12	102	6	12	4
41	Cn1cc(CN2CCc3ccccc3C2)c2ccccc21	-3	67	/	6	-6
42	CCCCOc1ccc(-c2nnn(CCC(=O)N3CCOCC3)n2)cc1	-7	105	/	-29	2
43	c1ccc2c(c1)OCC(c1csc3ncnc(N4CCOCC4)c13)O2 (stereo not given)	3	132	4	-1	13
44	CC(C)Cn1cnc2c(N)nc3ccccc3c21	-4	70	4	-3	1
45	Cn1nnc2cc(NC(=O)N3CC4(C)CC3CC(C)(C)C4)ccc21 (stereo not given)	1	66	8	1	9

entry	CatB mix inh	CatG inh	CatL inh	CatS block
31	-14	-8	-18	-16
32	-7	-1	0	-8
33	5	7	/	-2
34	-7	7	-6	-1
35	4	10	-1	-3
36	3	-3	/	17
37	2	6	/	-5
38	/	/	-93	/
39	-2	5	10	4
40	1	13	6	10
41	7	6	1	14
42	-1	-2	-2	-2
43	3	2	-10	-1
44	5	0	-2	1
45	-5	7	8	-4

(more compounds)
entry	SMILES	CatB block	Her2 expr inh	ROCK2 inh	C1s block	PKA inh
46	O=C(Nc1ccc(Cc2ccc(NC(=O)C3CC3)c(O)c2)cc1O)C1CC1	-2	88	3	0	5
47	CN1C(=O)c2cccc(NCCCN3C(=O)c4ccccc4C3=O)c2C1=O	3	120	-6	-12	-13
48	O=C(CCCn1c(=O)[nH]c2cc(Cl)ccc2c1=O)NCCCN1CCCC1	6	119	/	-21	10
49	CCc1nnc(NC(=O)CSc2nnc(Cc3ccccc3)n2-c2ccccc2)s1	-7	93	1	-39	1
50	Cc1ccc(NS(=O)(=O)c2ccc3c(c2)c(=O)n(C)c(=O)n3C)cc1F	3	96	/	10	-1
51	CC(=O)N1CSCC1C(=O)O (stereo not given)	1	168	2	18	1
52	CC1(C)OC(=O)C(=CNC(Cc2c[nH]c3ccccc23)C(=O)O)C(=O)O1 (stereo not given)	2	88	7	13	10
53	COc1cc(NS(=O)(=O)c2ccc(N)cc2)nc(OC)n1	/	106	-6	5	-2
54	O=C(C1CCN(S(=O)(=O)N2CCOCC2)CC1)N1CCOCC1	7	102	3	12	8
55	O=C(CCN1c2ccccc2Sc2ccccc21)OCC(=O)N1CCN(C(=O)c2ccco2)CC1	-7	102	-2	-84	11
56	Cc1nc2cc(-c3cccc(F)c3)nn2c(N2CCOCC2)c1C	4	40	1	-13	1
57	O=S(=O)(CCSc1ccccn1)c1nc2ccccc2s1	5	-8.5*	8	-35	12

entry	CatB mix inh	CatG inh	CatL inh	CatS block
46	0	-2	2	5
47	1	2	-4	26
48	3	-5	18	12
49	-1	-7	-4	-13
50	6	9	/	15
51	3	11	-14	0
52	3	11	5	-3
53	5	14	8	14
54	5	9	13	-1
55	3	-6	15	-1
56	0	4	/	-19
57	0	3	8	-1

Reprinted at random: five compounds from above, in no set order.
entry	SMILES	CatB block	Her2 expr inh	ROCK2 inh	C1s block	PKA inh
47	CN1C(=O)c2cccc(NCCCN3C(=O)c4ccccc4C3=O)c2C1=O	3	120	-6	-12	-13
51	CC(=O)N1CSCC1C(=O)O (stereo not given)	1	168	2	18	1
48	O=C(CCCn1c(=O)[nH]c2cc(Cl)ccc2c1=O)NCCCN1CCCC1	6	119	/	-21	10
56	Cc1nc2cc(-c3cccc(F)c3)nn2c(N2CCOCC2)c1C	4	40	1	-13	1
55	O=C(CCN1c2ccccc2Sc2ccccc21)OCC(=O)N1CCN(C(=O)c2ccco2)CC1	-7	102	-2	-84	11

entry	CatB mix inh	CatG inh	CatL inh	CatS block
47	1	2	-4	26
51	3	11	-14	0
48	3	-5	18	12
56	0	4	/	-19
55	3	-6	15	-1
